# JMJD2E inh: inhibitors of human JMJD2E histone demethylase | actives 1.6% (n = 230,000) | JMJD2E catalytic domain, FDH-coupled NADH fluorescence (FDH is formaldehyde dehydrogenase) | Potency, µM (doses to about 57.1 µM), for inactives: at the highest dose activity change, negative = inhibition, most hits filed as inhibitors | B2RXH2 | AID 2147; active = well fitted inhibition curve with a large enough effect, not every such curve was filed as active; inconclusive = small, poorly fitted or top-dose-only effect, or another doubt; inactive = no such curve, though single readings can be large or run the other way;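 also: 0% = wells with enzyme and -100% = buffer wells without enzyme; nearly all actives have a fitted effect of over 50% in size; many of its hits are not listed in these tables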
# Target sequence (B2RXH2 1-337 limits assumed): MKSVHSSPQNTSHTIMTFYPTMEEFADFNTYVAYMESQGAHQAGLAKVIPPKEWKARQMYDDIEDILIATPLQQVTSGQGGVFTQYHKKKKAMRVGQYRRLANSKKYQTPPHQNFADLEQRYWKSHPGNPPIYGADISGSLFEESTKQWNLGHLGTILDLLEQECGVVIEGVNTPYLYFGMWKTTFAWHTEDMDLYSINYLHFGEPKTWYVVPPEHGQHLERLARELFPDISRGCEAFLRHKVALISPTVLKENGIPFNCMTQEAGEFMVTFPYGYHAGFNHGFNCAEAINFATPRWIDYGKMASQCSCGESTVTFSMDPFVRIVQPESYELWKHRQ
# SMN2 splice enh: enhancers of SMN2 splice variant expression; HEK293 SMN2-luciferase splicing reporter, luminescence, 30-36 h; Potency, µM (series often up to 46.1 µM), inactives show at the highest dose activity change, positive = activation, actives largely listed as activators; actives 2.8% (n = 210,000); AID 1458; also: % of control where 0% means no effect; nearly all actives have a fitted effect of over 55% in size
#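 HEK293 cells carry an SMN2 minigene-luciferase reporter in which exon 7 inclusion puts luciferase in frame. Cells were seeded at 2000 cells/well, attached for 10-12 hours, then exposed to compounds for 30-36 hours at 37C before ONE-Glo luminescence.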
# Tau ThT inhib: blocks human tau fibril formation measured by thioflavin T; P10636; recombinant tau K18 P301L (four-repeat tau fragment), heparin-induced fibrillization, ThT fluorescence; Potency, µM (doses to about 57.4 µM), for inactives: at the highest dose activity, negative = inhibition, hits mostly inhibitors; actives 2.1% (n = 270,000); also: % is scaled to controls: 0 for no effect and ±100 for the full control effect; nearly all actives have a fitted effect of over 55% in size
#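 Tau K18 P301L fragment (15 uM unlabeled plus 0.24 uM Alexa 594-labeled) in 100 mM sodium acetate pH 7 with compound, fibrillization induced by 20 uM heparin for 6 hr at 37 C. Thioflavin T (30 uM) added, fluorescence read after 1 hr (ex 450, em 510 nm).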
# ALDH1A1 inh: ALDH1A1 (human) enzyme inhibition. P00352. AID 1030. Potency, µM (doses to about 75.3 µM), for the others: at the top dose activity, negative = inhibition, actives largely listed as inhibitors. actives 7.3% (n = 220,000). Purified ALDH1A1, NADH fluorescence, propionaldehyde substrate; active = well fitted inhibition curve with a large enough effect, not every such curve was filed as active; inconclusive = small, poorly fitted or top-dose-only effect, or another doubt; inactive = no such curve, though single readings can be large or run the other way;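 also: plate controls were no enzyme wells and a reference inhibitor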
# LMNA splice mod: LMNA splicing modulation | HeLa LMNA splicing GFP/RFP minigene ratio, 48 h | actives 0.01% (n = 200,000) | Potency, µM (highest dose often 46.1 µM), inactives show at the highest dose ratio change, negative = inhibition, usual class: inhibitors | AID 1487; active = well fitted inhibition curve with a large enough effect in the signal ratio, with a control signal flat, not every such curve was filed as active; inconclusive = small, poorly fitted or top-dose-only effect, or effect the other way, or a change in a side signal; the % refers to the signal ratio; also: % is scaled to controls: 0 for no effect and ±100 for the full control effect
#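 S3 HeLa stable clones carrying a lamin A-EGFP splicing minigene plus DsRed2 were seeded at 600 cells/well in Opti-MEM with 2% FBS, pin-dosed and incubated 48 h at 37°C. Acumen cytometry (488 nm) gave the GFP/RFP total-intensity ratio.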
# RECQ1 helicase: blocks DNA unwinding by human RECQ1. Potency, µM (titrated, usually from 57.3 µM), for inactives: at the highest dose activity, negative = inhibition, actives largely listed as inhibitors. actives 0.54% (n = 240,000). RECQ1 DNA unwinding, red fluorescence kinetic read;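 also: plate controls were vehicle for no effect and no enzyme for full effect; nearly all actives have a fitted effect of over 30% in size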
# Target sequence (P46063 whole entry, looked up): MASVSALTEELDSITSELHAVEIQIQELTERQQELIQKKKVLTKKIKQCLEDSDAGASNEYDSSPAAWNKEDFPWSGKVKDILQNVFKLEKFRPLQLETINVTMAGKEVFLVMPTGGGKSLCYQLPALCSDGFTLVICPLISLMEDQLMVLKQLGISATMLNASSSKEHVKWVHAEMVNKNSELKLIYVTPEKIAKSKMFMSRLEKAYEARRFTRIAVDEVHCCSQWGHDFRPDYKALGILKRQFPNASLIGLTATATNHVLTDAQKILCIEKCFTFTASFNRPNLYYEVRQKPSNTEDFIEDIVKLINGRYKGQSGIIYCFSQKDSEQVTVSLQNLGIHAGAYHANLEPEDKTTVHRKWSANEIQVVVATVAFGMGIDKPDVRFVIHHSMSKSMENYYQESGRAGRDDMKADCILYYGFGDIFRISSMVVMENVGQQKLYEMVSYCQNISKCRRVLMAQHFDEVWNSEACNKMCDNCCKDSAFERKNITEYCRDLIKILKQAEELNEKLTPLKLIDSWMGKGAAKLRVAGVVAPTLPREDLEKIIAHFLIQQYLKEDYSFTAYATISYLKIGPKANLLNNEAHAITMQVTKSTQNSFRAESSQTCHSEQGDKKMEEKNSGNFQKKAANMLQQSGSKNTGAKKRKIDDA
#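 50 nM RECQ1T1 preincubated 15 min with compound in Tris pH 8.0 buffer with MgCl2, DTT, Tween-20 and 2.5 ug/ml poly(dI-dC); started with 200 nM TAMRA/BHQ-2 forked duplex and 2 mM ATP. Unwinding read as fluorescence (525/598 nm), two reads 2 h apart.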
# Luc counter: Kinase-Glo luciferase inhibition (counter-screen). Potency, µM (titrated, usually from 38.3 µM), without a hit: at the top dose activity change, negative = inhibition, hits mostly inhibitors. actives 0.28% (n = 200,000). Kinase-Glo luciferase, ATP luminescence, 8 min; also: % is scaled to controls: 0 for no effect and ±100 for the full control effect; nearly all actives have a fitted effect of over 60% in size
#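 Compound is pinned into ATP-containing buffer (10 uM ATP, imidazole pH 7.2, 7 mM MgCl2). Kinase-Glo luciferase reagent is then added. Light output is recorded following an 8-min room-temperature incubation.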
# L3MBTL1 inh: L3MBTL1 (human) inhibition; AlphaScreen L3MBTL1–H3K9me1 peptide binding; Potency, µM (doses to about 57.1 µM), for the others: at the top dose activity, negative = inhibition, most hits filed as inhibitors; AID 485360; actives 0.66% (n = 230,000); also: % is scaled to controls: 0 for no effect and ±100 for the full control effect; nearly all actives have a fitted effect of over 60% in size
#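 AlphaScreen assay: L3MBTL1 (50 nM final) was preincubated 30 min at room temperature with biotinylated H3(1-15)K9me1 peptide (75 nM final), then 30 min with library compounds; streptavidin donor and nickel chelate acceptor beads (10 ug/mL final) added, 30 min dark.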
# Starred values were filed as active, the others as inactive; i = inactive; ? = inconclusive; . = no result given; & = joins results of further samples; [ ] = remark or other dose. Unless noted, calls follow the shape of the dose curve; as a rule, active = well fitted curve in the direction sought with a large enough effect; inconclusive = small, poorly fitted or top-dose-only effect, or another doubt; inactive = no such curve, though single readings can be large; an effect the other way counts as inactive or inconclusive. Potency is read from the fitted curve at half-maximal effect.
SMILES,JMJD2E inh,SMN2 splice enh,Tau ThT inhib,ALDH1A1 inh,LMNA splice mod,RECQ1 helicase,Luc counter,L3MBTL1 inh
O=C(NCc1ccccc1Cl)C1CCCN(S(=O)(=O)c2cnc[nH]2)C1 (stereo unspecified),6.3%,-0.1%,-10.2%,6.8%,-4.1%,-3.1%,-1.7%,.
O=C(CSc1nc2ccccc2o1)N1CCN(c2ccccc2)CC1,6.6%,-13.8%,-4.1%,?,?,i,11.1%,.
O=C(COc1ccc(S(=O)(=O)NCc2ccccc2)cc1)N1CCOCC1,-0.5%,-32.7%[inhibitor],-4.2%,5.5%,-2.2%,0.5%,-1.6%,29.0%[11.4 µM]
COc1cccc(-c2nnc(SCC(=O)Nc3ccc(OC)c(OC)c3)n2N)c1,-0.3%,-7.5%,?,4.8%,-0.7%,-14.5%,11.7%,8.4%
CCc1cc2c(=O)c(Oc3ccccc3)c(C)oc2cc1O,?,-15.7%,-11.1%,?,-7.5%,0.5%,-3.2%,4.3%
CCCC[n+]1c(C)sc2ccc(C)cc21,?,.,-16.6%,4.6%,?,-2.4%,-2.6%,-3.2%
CC(/C=N/NC(=O)Cc1cccn1C)=C\c1ccccc1,-8.3%,12.9%,?,-1.9%,12.0%,-3.0%,12.8%,-7.2%
Cc1c(O)c(O)cc2c1oc1c3ccccc3oc(=O)c21,?,15.5%,?,-13.3%,.,?,1.4%,.
NC(=O)C1CCN(C(=O)/C=C/c2ccco2)CC1,-8.5%,14.1%,?,?,2.7%,-22.0%,0.6%,-5.1%
COc1ccc(N=Cc2nc(-c3ccco3)oc2O)cc1,0.8%,21.9%,15.8µM*,?,-1.8%,-5.6%,2.9%,1.9%
Cc1cccc(N2CCN(C(=O)c3ccc4ncsc4c3)CC2)c1C,-9.9%,?,?,?,?,-11.1%,18.2%,.
Cc1c(Cl)cccc1NC(=S)NCCc1ccc(C(F)(F)F)cc1,-14.7%,-6.8%,-7.4%,-0.7%,?,-22.2%,4.3%,.
CN1CCN(c2nc(-c3ccco3)cc(C(F)(F)F)n2)CC1,?,-2.0%,3.1%,-2.9%,-6.7%,-6.9%,-5.3%,.
CN1CCC(CO)(Cc2ccccc2)CC1,-2.2%,.,-3.4%,4.9%,20.6%[46 µM],-9.3%,-3.3%,1.4%
CCOc1ccc(C2CC(c3ccc(OC)c(OC)c3)n3nc(N)nc3N2)cc1 (stereo unspecified),1.4%,-4.3%,7.3%,?,-8.8%,-1.1%,3.9%,-5.6%
O=C(CCCN1C(=O)CSc2ncccc21)N1CCN(Cc2ccccc2)CC1,3.6%,-16.9%,-6.0%,22.4µM*,-18.6%,-4.3%,0.1%,-5.6%
CC(C)Oc1ccc(Cc2cnc(N)nc2N)cc1,3.2%,-9.1%,-1.3%,-1.0%,21.1%,8.2%,-3.6%,.
CC(C)c1nc(=S)c2ccccc2[nH]1,-9.5%,26.1%,-5.5%,14.1µM*,1.7%,i,1.0%,.
CC(=O)N1CC2(C)CN(C(C)=O)CC(C)(C1)C2=O,-4.8%,6.3%,-2.8%,8.7%,7.9%,i,11.5%,-6.2%
CCCCNC(=O)NNC(=O)c1ccc(F)cc1,5.8%,12.5%,3.7%,10.9%,?,0.0%,-4.3%,3.9%
Cc1ccc(S(=O)(=O)NC(C(=O)OCC(=O)NC2CCS(=O)(=O)C2)C(C)C)cc1 (stereo unspecified),8.0%,15.9%,-2.7%,?,-6.0%,-5.7%,1.0%,33.1%[activator]
Cc1c(-c2ccc(F)cc2)nc(N)c(C#N)c1-c1ccco1,?,-2.3%,?,?,9.5%,-0.5%,-3.1%,2.1%
CCOC(=O)C1CCN(C(=O)c2oc3ccc(S(=O)(=O)N4CCCCCC4)cc3c2C)CC1,-0.3%,.,-10.9%,-13.3%,?,i,.,-0.9%
O=C(OC(c1ccccc1)c1nccc2ccccc12)c1cc([N+](=O)[O-])cc([N+](=O)[O-])c1 (stereo unspecified),1.6%,-23.4%,-2.5%,-11.2%,-18.3%,-9.3%,-0.1%,-28.0%
COc1ccc(C2N(c3ccc(C)cc3)CCN2c2ccc(C)cc2)cc1O,-9.6%,-32.5%[inhibitor],?,2.9%,?,i,3.8%,.
Cc1c(NC(=O)c2cc(-c3ccccc3)on2)c(=O)n(-c2ccccc2)n1C,-3.4%,30.6%,11.7%,4.8%,-3.5%,-5.7%,-0.7%,.
O=C1c2ccccc2C(=O)c2cc(NC(=O)C3CC3)ccc21,3.7%,11.2µM*,?,?,-12.4%,-1.1%,-4.6%,-0.5%
O=C(CC1NC2CCCCC2NC1=O)Nc1cccc(C(F)(F)F)c1 (stereo unspecified),4.2%,7.1%,-6.4%,-3.8%,4.9%,6.7%,10.4%,.
Cc1cc(OC(=O)c2c(C)cc(O)cc2O)cc(O)c1C(=O)O,-6.9%&-19.7%,3.2%&3.0%,-12.3%&-18.6%,-12.6%,.,-14.4%&-14.6%,2.3%&-10.8%,-3.6%
Cc1ccc(C(=O)Nc2ccc3nc(C)sc3c2)s1,-1.3%,12.6µM*,-0.3%,-13.6%,-8.0%,i,-4.7%,.
Cc1nc2ccccc2oc1=O,5.3%,10.4%,?,5.0%,.,i,1.4%,.
COc1ccc(NC(=O)Nc2ccc3oc(C)nc3c2)cc1,-1.5%,.,-15.2%,2.3%,?,7.0%,-1.9%,2.1%
OCCn1c(-c2ccccc2)csc1=Nc1ccccc1,-4.5%,-64.0%[inhibitor],-6.5%,-8.8%,?,i,-10.3%,-6.3%
Cc1ccc2c(nc3s/c(=C/c4cccs4)c(=O)n32)c1C,4.7%,?,?,14.1µM*,?,-2.5%,-6.8%,-4.2%
O=S(=O)(c1ccc(F)cc1)N1CCN(C(=S)NC2CCCC2)CC1,-16.1%,-9.3%,0.1%,-1.0%,1.5%,i,3.4%,1.4%
COc1ccc(N2CCN(C(=O)c3c(C)nn(-c4ccccc4)c3C)CC2)cc1,9.1%,-26.3%,4.9%,-13.6%,-13.0%,-1.4%,-1.1%,-3.3%
CCOc1ccc(N(C(=O)C2CCCO2)C2C=CS(=O)(=O)C2)cc1 (stereo unspecified),2.9%,13.6%,2.9%,15.4%,.,i,-1.8%,-1.8%
COc1ccc(CSCC(=O)N/N=C/c2ccc(OCC(=O)N3CCCCC3)cc2)cc1,-12.2%,3.8%,?,-5.2%,0.4%,-4.3%,17.3%,.
COC(=O)c1scc2c(Oc3ccccc3)cc(C(F)(F)F)nc12,?,.,2.0%,?,-3.0%[46 µM],-7.3%,.,14.6%
O=C(CN(Cc1ccco1)C(=O)CNS(=O)(=O)c1ccccc1)NCc1ccc(F)cc1,-1.3%,-5.2%,-12.1%,?,4.0%,-4.8%,1.1%,.

# Part of the list above, reduced to LMNA splice mod.
molecule	LMNA splice mod
Cc1c(-c2ccc(F)cc2)nc(N)c(C#N)c1-c1ccco1	9.5%
CCOC(=O)C1CCN(C(=O)c2oc3ccc(S(=O)(=O)N4CCCCCC4)cc3c2C)CC1	?
O=C(OC(c1ccccc1)c1nccc2ccccc12)c1cc([N+](=O)[O-])cc([N+](=O)[O-])c1 (stereo unspecified)	-18.3%

# The list goes on.
SMILES,JMJD2E inh,SMN2 splice enh,Tau ThT inhib,ALDH1A1 inh,LMNA splice mod,RECQ1 helicase,Luc counter,L3MBTL1 inh
CCCCOc1ccc(C(=O)NCCc2cccs2)cc1,2.3%,12.6µM*,?,?,.,-1.4%,-3.8%,13.9%
CS(=O)(=O)n1nc(OC(=O)c2cccs2)cc1N,-7.8%,.,?,-3.8%,.,-8.0%,.,50.6%
CN(c1ccc(OCC(=O)NC2=NCCS2)cc1)S(=O)(=O)c1ccc(F)cc1,2.8%,.,-6.7%,.,.,-0.9%,.,-3.3%
c1ccc(CN2CCN(c3ncnc4nc[nH]c34)CC2)cc1,-5.4%,-15.4%,-16.7%,-6.3%,-10.6%,?,2.2%,-1.3%
Cc1cc(=O)oc2cc(OCC(=O)OCC(=O)NCc3ccc4c(c3)OCO4)ccc12,?,11.9%,-8.4%,?,2.4%,-17.3%,-0.3%,-2.3%
O=C(Nc1ccc(CN2CCCCC2)cc1)Nc1ccccc1Cl,-4.0%,?,-4.4%,2.3%,.,i,1.2%,-8.4%
O=C(C=C=Nc1ccccc1)C(=O)N=C=Cc1ccccc1,4.9%,.,10µM*,3.6%,?,-1.4%,.,5.4%
CC(=O)C1=C(C)Nc2cc(C(F)(F)F)ccc2S1,-20.7%,22.9%,?,?,2.0%,-11.9%,0.0%,0.9%
COc1cccc(/C=C2\SC(=N)N(c3ccc(F)cc3)C2=O)c1,-5.4%,-24.2%,-2.0%,4.6%,.,1.1%,0.3%,.
O=C(NCCOc1ccc(Cl)cc1)C1CC(=O)N(c2ccc(F)cc2)C1 (stereo unspecified),-3.0%,-14.5%,6.9%,25.1µM*,?,-7.9%,-4.3%,13.2%
Cn1cccc1C(=O)Nc1nccs1,4.2%,?,-13.8%,3.9%,5.7%,-1.1%,?,-4.8%

# Entries listed above shown as hits in Tau ThT inhib.
mol	JMJD2E inh	Tau ThT inhib	ALDH1A1 inh	RECQ1 helicase	L3MBTL1 inh
COc1ccc(N=Cc2nc(-c3ccco3)oc2O)cc1	0.8%	15.8µM*	?	-5.6%	1.9%
O=C(C=C=Nc1ccccc1)C(=O)N=C=Cc1ccccc1	4.9%	10µM*	3.6%	-1.4%	5.4%

# Screening results (PubChem)

# A portion of the library; the hit share may differ from the screen's.
